# Screening results deposited in PubChem BioAssay by several laboratories.
# Bcl-xL primary = inhibitors of human Bcl-xL, primary screen, biochemical, fluorescence polarization, HTS | Bcl-2-like protein 1 (Homo sapiens), Q07817 | GST-Bcl-xL / FITC-Bim BH3 peptide fluorescence polarization | inhibition, % at 10.9 µM | 320,000 tested, 0.7% active;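 active = inhibition above the mean of all tested compounds plus 3 SD, cutoff set per campaign, cut at about 30% in these data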;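 note: 0% = DMSO wells and 100% = unlabeled Bim-BH3 peptide competitor; inhibitors lower millipolarization by displacing the labeled peptide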
# Target sequence (Q07817 whole entry, looked up): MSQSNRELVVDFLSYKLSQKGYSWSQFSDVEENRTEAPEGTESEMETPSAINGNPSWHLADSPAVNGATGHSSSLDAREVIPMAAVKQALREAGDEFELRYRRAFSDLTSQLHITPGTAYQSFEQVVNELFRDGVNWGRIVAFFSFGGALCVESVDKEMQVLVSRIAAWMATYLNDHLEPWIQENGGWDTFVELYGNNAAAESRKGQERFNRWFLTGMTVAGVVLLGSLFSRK
# MEX-5 binding = MEX-5 zinc finger RNA-binding disruptors – biochemical, C. elegans, fluorescence polarization, MLPCN library, primary screen | 300,000 tested, 0.38% active | MEX-5/FITC-TCR2 RNA binding; stronger effect = lower value | activity score (negative = inhibition of binding), % at 10 µM | Zinc finger protein mex-5 (Caenorhabditis elegans), Q9XUB2;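 active = inhibition past about -25% in most replicates, and total fluorescence under double the plate's negative control median, limit read from the data; inconclusive = replicates evenly split on the limit, or fluorescence at least double controls; inactive = too little inhibition in most replicates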;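 note: 0% = DMSO and -100% = 5 µM competing unlabeled TCR2 RNA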
# Target sequence (Q9XUB2 whole entry, looked up): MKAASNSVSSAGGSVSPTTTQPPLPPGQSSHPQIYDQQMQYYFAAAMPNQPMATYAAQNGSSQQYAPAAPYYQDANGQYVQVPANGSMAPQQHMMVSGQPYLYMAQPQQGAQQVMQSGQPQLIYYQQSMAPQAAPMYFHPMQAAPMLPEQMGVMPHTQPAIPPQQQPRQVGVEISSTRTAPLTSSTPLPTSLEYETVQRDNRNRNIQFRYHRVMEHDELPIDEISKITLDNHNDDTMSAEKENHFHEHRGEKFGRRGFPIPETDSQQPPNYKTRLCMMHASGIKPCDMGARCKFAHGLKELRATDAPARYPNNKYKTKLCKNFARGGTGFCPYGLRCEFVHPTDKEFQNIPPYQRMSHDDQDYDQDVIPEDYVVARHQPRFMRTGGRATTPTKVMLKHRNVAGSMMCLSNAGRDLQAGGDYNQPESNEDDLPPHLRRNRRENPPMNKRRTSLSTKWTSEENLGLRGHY
# GRK2 aptamer HTS = compounds blocking aptamer binding on GRK2 – biochemical, human GRK2, bead flow cytometry, HTS, primary screen; FAM-aptamer displacement from GRK2; 330,000 tested, 0.59% active; inhibition of aptamer binding, % at 10 µM; AID 488847, 2010;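 active = inhibition of aptamer binding above 40%, roughly 3 SD of noise, on plates passing a quality check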;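 note: median bead fluorescence of bound FAM aptamer so fluorescent compounds give negative values; no value below 0 was filed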
# CIT2 TOR yeast = modulators of CIT2-GFP expression in yeast, primary screen, S. cerevisiae, GFP fusion, multiplex flow cytometry, MLPCN library | S. cerevisiae CIT2-GFP strain, 3 h; 100 means same as DMSO wells | GFP response vs DMSO, % at 10 µM | 320,000 tested, 0.065% active | AID 2029, 2009;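 active = GFP response relative to DMSO above a set limit, near the screen mean plus 3 SD, cut at about 150% in these data; inconclusive = Fewer than 70 cells measured for a yeast strain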;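 note: ratio of well median GFP fluorescence to mean of DMSO wells on the plate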
# VLA-4 inh = inhibition in human VLA-4 binding assay, primary screen, VLA-4 allosteric modulator project, MLPCN library, flow cytometry, VLA-4 expressing cells. inhibition, % (about 7 µM as worked out from the volumes in the protocol). AID 2557, 2010. 330,000 tested, 0.2% active. ligand binding flow cytometry; in the data active = inhibition above about 50%
# GLD-1 TGE inh = GLD-1/TGE RNA complex disruptors, primary screen, biochemical, fluorescence polarization; AID 2280, 2010; purified GLD-1 + fluorescein TGE RNA; 320,000 tested, 0.44% active; inhibition, % at 5.96 µM;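 active = percent inhibition above a per-plate cutoff, the plate mean of test compounds plus 3 SD, cut at about 30% in these data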;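 note: 0% = DMSO wells with GLD-1 and probe and 100% = wells lacking GLD-1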
# AGP1-GFP MLPCN = modulators of AGP1-GFP expression in yeast TOR pathway, primary screen, cell-based, multiplex flow cytometry, S. cerevisiae, MLPCN library; AID 2066, 2009; 3 h; GFP as percent of DMSO wells; GFP response vs DMSO, % at 10 µM; 320,000 tested, 0.02% active;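 active = GFP response relative to DMSO above a set limit, near screen average plus 3 SD, cut at about 150% in these data; inconclusive = fewer than 70 cells counted for the yeast strain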;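 note: median GFP channel fluorescence of the gated AGP1 strain per well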
# CR mimetic SO = reduction of superoxide in aged yeast, primary screen, HTS; S. cerevisiae aged cells, superoxide DHE fluorescence; stronger effect = lower value; superoxide response (% of plate mean), % at 10 µM; 330,000 tested, 0.18% active; AID 2690, 2010;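 active = superoxide response under a set limit, about three screen SD below normal, cut at about 65% in these data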;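 note: yeast aged for seven days with compound at 30 °C before DHE staining; 100% = average MFI of all compound-treated wells on the plate with controls excluded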
# MCL1 BIM primary = inhibitors of MCL1 binding to BIM-BH3, primary screen, biochemical, fluorescence polarization; Induced myeloid leukemia cell differentiation protein Mcl-1 (Homo sapiens), Q07820; 320,000 tested, 0.68% active; GST-MCL1 / FITC-Bim-BH3 fluorescence polarization; inhibition, % at 10.9 µM;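 active = inhibition above the mean inhibition of all tested compounds plus 3 SD, set per campaign, cut at about 40% in these data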;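 note: 0% = DMSO wells and 100% = unlabeled Bim-BH3 peptide control; higher means more loss of mP so more displacement of Bim peptide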
# Target sequence (Q07820 whole entry, looked up): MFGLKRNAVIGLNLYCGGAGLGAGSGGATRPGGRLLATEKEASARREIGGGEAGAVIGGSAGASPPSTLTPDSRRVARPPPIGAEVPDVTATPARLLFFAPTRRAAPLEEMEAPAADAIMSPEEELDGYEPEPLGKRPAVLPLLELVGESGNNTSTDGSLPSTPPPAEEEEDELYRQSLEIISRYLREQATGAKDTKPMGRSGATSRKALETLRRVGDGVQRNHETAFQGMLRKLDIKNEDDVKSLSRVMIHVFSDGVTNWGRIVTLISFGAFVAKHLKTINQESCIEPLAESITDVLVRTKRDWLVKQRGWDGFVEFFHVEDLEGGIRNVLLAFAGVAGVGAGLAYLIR
# Active calls of the source: *; ? = inconclusive; . = not tested or not shown.
SMILES,Bcl-xL primary,MEX-5 binding,GRK2 aptamer HTS,CIT2 TOR yeast,VLA-4 inh,GLD-1 TGE inh,AGP1-GFP MLPCN,CR mimetic SO,MCL1 BIM primary
CC1=NCCN1S(=O)(=O)c1ccc(Br)c(C)c1,5,1.4,8,109,0,-6,109,93,3
Cc1cccc(C(=O)OC(C)CN2CCN(C)CC2)c1 (centres undefined),-1,-1.4,0,116,2,10,108,103,-3
CCOc1ccc2ccccc2c1C1NC(=O)NC(C)=C1C(=O)OCCOC (centres undefined),3,-0.3,0,99,6,-3,101,100,2
Cc1c(NC(=O)CSc2nc3ccccc3s2)c(=O)n(-c2ccccc2)n1C,2,2.1,2,104,0,-4,101,81,5
COc1ccc(/C=N/n2c(-c3n[nH]c4c3CCC4)n[nH]c2=S)cc1,-35,1.7,0,89,0,5,96,87,-18
COC(=O)c1cc(Br)ccc1NC(=O)CCNC(=O)c1ccco1,3,0.1,2,95,23,6,103,104,0
Cc1ccc(S(=O)(=O)N(Cc2ccc(Cl)cc2)c2ccccc2C(=O)NCc2ccco2)cc1,4,.,0,104,4,-4,88,95,-3
CCOC(=O)c1cc(-c2ccc(N)cc2)sc1N,-6,0.9,0,88,0,1,81,70,-3
O=C(CSc1nnc(CNc2ccccc2)o1)c1ccc2c(c1)OCCO2,9,-1.3,1,.,8,-1,93,93,6
CS(=O)(=O)N1CCN(c2ccc([N+](=O)[O-])cc2F)CC1,2,-1.5,0,111,6,-2,104,105,4
CCc1nnc2c(NCCc3ccccc3)nc3ccccc3n12,3,1.8,0,108,-7,-6,103,107,0
CC1CCCCC1NC(=O)c1ccc2c(c1)[nH]c(=O)n2C1CCCC1 (centres undefined),5,2.4,2,88,7,-6,100,98,3
O=C(Nc1ccc(Oc2ccccc2)nc1)C1CCCCN1Cc1ccc(O)cc1 (centres undefined),-3,-1.1,3,99,3,0,100,94,-3
CCC(C)(C)NC(=O)C(c1ccc(C)cc1)N(CCN1CCOCC1)C(=O)CNC(=O)c1cccs1 (centres undefined),-1,-0.6,0,96,0,1,106,92,-6
CN1CCN(S(=O)(=O)c2cccc(C(=O)N(C)C(c3ccccc3)c3ccccc3)c2)CC1,-4,-1.7,0,103,10,9,99,94,0
Cc1cc(=O)[nH]c(N/N=C/c2c(F)c(F)c(F)c(F)c2F)n1,-2,0.8,0,101,-9,0,103,102,-3
COCCNC(=O)C(c1ccc(O)cc1)N(Cc1cccs1)C(=O)CCC(=O)Nc1ccccn1 (centres undefined),3,1.7,3,98,-34,2,20,94,2
N#Cc1ccncc1S(=O)c1ccc(Cl)cc1 (centres undefined),5,1.1,0,107,-9,-6,103,72,3
CCCN1CCN(C(=O)CCc2nnc3ccc(N4CCN(c5cccc(OC)c5)CC4)nn23)CC1,4,0.0,0,102,-9,3,106,101,-1
O=C(O)CCn1[nH]c(=O)ccc1=O,0,0.5,0,110,6,-5,110,117,-3
Cc1cc(Nc2ccccc2)nc(N2CCN(C(=O)c3ccc4c(c3)OCO4)CC2)n1,3,0.1,0,90,2,2,100,97,8
CCN1CCN(c2nc3c(c(=O)n(C)c(=O)n3C)n2CCSc2nccc(C)n2)CC1,8,1.9,1,98,19,3,99,102,9
Cc1ccc(C(=O)NCc2ccco2)cc1S(=O)(=O)N1CCOCC1,1,-3.9,3,92,22,1,95,112,4
CCOC(=O)C1(Cc2cccc(F)c2)CCN(C(=O)C2CCC2)CC1,2,-2.7,0,92,9,-1,104,102,2
O=C(CCC(=O)NNc1nc2ccccc2c2nc(-c3ccccc3)nn12)NCCCN1CCCC1=O,5,0.5,0,100,-13,3,98,104,8

# (next part)
SMILES,Bcl-xL primary,MEX-5 binding,GRK2 aptamer HTS,CIT2 TOR yeast,VLA-4 inh,GLD-1 TGE inh,AGP1-GFP MLPCN,CR mimetic SO,MCL1 BIM primary
COCCn1c(Cc2ccccc2)nnc1SCc1nc2ccccc2c(=O)[nH]1,-6,0.6,2,108,20,5,104,109,-8
O=C(NCCCC1CCCC1)C1CCC(=O)N(Cc2cccc(C(F)(F)F)c2)C1 (centres undefined),.,1.1,1,85,-2,.,88,91,.
Cc1cc2nc(CS(=O)(=O)c3ccccc3)cc(=O)n2[nH]1,3,-1.8,0,110,4,-7,108,108,4
CN(C)/C=N/S(=O)(=O)c1cccn1-c1ncc(C(F)(F)F)cc1Cl,5,-4.3,3,95,1,5,98,91,4
C=CCNC(=S)N/N=C/c1ccc(-c2ccc(Br)cc2)o1,6,-2.6,3,97,9,3,98,101,-4
Nc1nc(SCc2ccc3c(c2)OCO3)n[nH]1,5,-2.0,1,95,-1,3,109,97,1
COc1ccc(CCNC(=O)COC(=O)c2ccc(N3CCCC3=O)cc2)cc1,3,1.0,2,111,40,0,106,102,1
CC12CCC(C(=O)Nc3cc(F)ccc3F)(CC1=O)C2(C)C (centres undefined),1,2.3,0,76,11,-6,88,100,-4
Cn1cc(CNC(=O)Nc2ccc3c(c2)OCO3)cn1,3,-2.4,1,93,0,5,106,98,-5
CS(=O)(=O)c1ccc(Cl)c(NC(=O)COC(=O)COc2ccc3c(c2)CCC3)c1,3,0.2,1,93,2,3,100,105,-8
COc1ccc(/C(C)=N/Nc2ccc(C(=O)O)cc2)c(OC)c1,10,-1.1,1,104,12,3,107,107,7
OCCNc1nc(OCC(F)(F)F)nc(N2CCN(C34CC5CC(CC(C5)C3)C4)CC2)n1,-1,-0.4,0,93,2,5,96,85,17
O=C(NCCS(=O)(=O)c1ccc(Cl)cc1)c1ccc(F)cc1,1,-1.1,0,96,8,0,108,97,-1
Cc1ccc(Oc2nnc(-c3ccccc3)c3ccccc23)cc1,4,-1.1,2,91,6,0,95,83,-4
CC[C@@]1(C(=O)OC)N[C@H](CN(C)C(=O)c2ccc(C)cc2)[C@@H]2C(=O)N(Cc3ccccc3)C(=O)[C@@H]21,.,.,6,92,2,3,101,94,.
O=C(Cc1ccccc1)N1CCN(C(=O)c2cccs2)CC1,6,-0.6,0,108,5,-2,106,97,4
c1ccc(NCCCNc2ccccc2)cc1,-5,0.6,0,92,4,3,102,94,0
Cc1n[nH]c(C)c1S(=O)(=O)N1CCCC(C(=O)NC2CCCCC2)C1 (centres undefined),1,0.8,0,92,16,5,98,113,0
COc1ccc(C2C(C(=O)N3CCC(C(N)=O)CC3)CC(=O)N2c2ccc(OC)cc2)cc1 (centres undefined),1,0.4,0,100,17,6,104,106,-1
O=C(Nc1ccc2c(c1)C(=O)NC2=O)c1cccc(C(F)(F)F)c1,-1,4.1,0,99,17,8,101,115,0
Cc1cc(NC(=O)CSc2ccc3nnc(CCNC(=O)c4ccccc4)n3n2)no1,6,3.3,3,110,27,1,105,101,6
COc1ccc(C(=O)Nc2c(N)nc(SCC(=O)N3CCC(C)CC3)[nH]c2=O)cc1OC,-1,0.0,2,93,9,0,92,110,-4
CCN(CC)c1cc(C)c2cc(NC(=O)c3ccccc3OC)ccc2n1,5,4.6,1,98,7,-1,?,94,1
Cc1cc(-c2nnc(SCC(=O)c3ccc4c(c3)OCCO4)o2)no1,3,1.4,1,99,-3,5,101,86,10
COc1ccc(NC(=O)Nc2ccc(F)cc2)c(C)c1,6,-4.6,0,99,10,7,87,88,11

# Carrying on:
SMILES,Bcl-xL primary,MEX-5 binding,GRK2 aptamer HTS,CIT2 TOR yeast,VLA-4 inh,GLD-1 TGE inh,AGP1-GFP MLPCN,CR mimetic SO,MCL1 BIM primary
CCn1c(C)nc2cc(C(=O)N/N=C/c3ccc(O)cc3)ccc21,2,-2.2,3,105,18,4,105,104,8
CC(=O)c1ccc(NC(=O)Nc2ccc3c(c2)nc(C)n3C)cc1,7,-1.3,2,110,1,5,104,96,3
Cc1cccc(NC(=O)Nc2ccc(C#N)cc2)n1,-6,0.4,0,94,-3,5,99,92,-14
Cn1c(=O)c2c(ncn2CCOc2cccc(Br)c2)n(C)c1=O,4,3.2,0,115,-12,2,113,98,8
CS/C(N)=N/N=C/c1ccc([N+](=O)[O-])cc1,0,-0.2,0,101,12,-5,99,95,-14
O=C(Nc1cccc(C(F)(F)F)c1)c1cc2c(s1)-c1ccccc1OC2,2,-0.3,0,104,11,4,100,100,-3
CCCCN(CCCC)CC(O)COc1ccccc1C(=O)Nc1ccccc1 (centres undefined),3,2.8,0,92,10,-4,98,87,1
CC(C)C(=O)NC(c1cccc([N+](=O)[O-])c1)c1ccc2cccnc2c1O (centres undefined),2,-0.4,1,98,4,8,13,130,4
COC(=O)CCSCC(=O)N1N=C(c2ccc(OC)cc2)CC1c1cccc(OC)c1OC (centres undefined),7,1.6,1,98,12,0,99,98,8
COc1ccc(-c2coc3cc4oc(=O)cc(-c5ccccc5)c4cc23)cc1F,37*,.,0,93,11,3,97,114,-3
CC12CCC(C(=O)Nc3ccc(Br)cn3)(OC1=O)C2(C)C (centres undefined),1,0.0,0,.,-2,-2,.,98,4
Cc1ccc(O)c(N=Nc2ccc(S(=O)(=O)N3CCOCC3)cc2)c1,-2,0.7,3,98,-5,-3,96,94,8
Cn1c(=O)n(Cc2ccccc2Cl)c(=O)c2c1[nH]c(=S)n2C,-41,5.0,1,107,6,1,106,126,-35
COc1ccccc1NC(=O)c1c([N+](=O)[O-])c(C(C)(C)C)nn1C,6,1.3,2,103,1,3,105,107,-2
COc1ccc2c(-c3ccccc3)cc(SCC(=O)NC(N)=O)nc2c1,-3,-3.8,3,85,25,7,99,101,-9
CCOc1ccc(NC(=O)CC2C(=O)Nc3ccccc3N2C(=O)c2ccccc2)cc1 (centres undefined),-1,2.1,2,101,1,2,107,114,4
CCC(Sc1ncccc1C(=O)OCCN1CCCC1=O)C(=O)NCc1ccco1 (centres undefined),11,0.4,0,102,-3,10,108,106,16
Cc1ccc(C(=O)n2c(N)nc3ccccc32)cc1,2,1.4,1,96,3,0,95,107,0
COc1ccc(-c2ccc(NC(=O)c3ccco3)cc2)nn1,3,-0.3,0,73,0,1,97,110,7
O=C1N(c2ccccc2)C2CS(=O)(=O)CC2N1c1ccc(Cl)c(Cl)c1 (centres undefined),4,1.0,0,96,0,-3,104,101,1
Cc1ccc(S(=O)(=O)N2CCCCC2)cc1C(=O)NCCCN1CCOCC1,1,0.2,0,112,3,8,104,109,-4
O=C(O)CCC(=O)N(Cc1ccco1)C1CC(=O)N(c2ccccc2)C1=O (centres undefined),7,.,2,110,1,2,109,99,9
N#Cc1ccc(S(=O)(=O)N2CCC(C(=O)N3CCN(Cc4ccc5c(c4)OCO5)CC3)CC2)cc1,-5,.,0,94,-3,-3,96,91,3
CC1=NN2C(=N)/C(=C\c3cc(C)n(Cc4ccccc4)c3C)C(=O)N=C2S1,-4,0.2,0,96,-1,-7,107,95,-9
